eLon inh – inhibitors of E. coli Lon protease, primary screen, biochemical, fluorescence polarization; P0A9M0; purified E. coli Lon protease; inhibition, % at 7.94 µM; 0.42% of 360,000 active; AID 602123, 2011; in the data active = inhibition above about 13%, passing the limit was not always enough;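 also: 0% = enzyme with probe and DMSO and 100% = no enzyme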
Target sequence (P0A9M0 whole entry, looked up): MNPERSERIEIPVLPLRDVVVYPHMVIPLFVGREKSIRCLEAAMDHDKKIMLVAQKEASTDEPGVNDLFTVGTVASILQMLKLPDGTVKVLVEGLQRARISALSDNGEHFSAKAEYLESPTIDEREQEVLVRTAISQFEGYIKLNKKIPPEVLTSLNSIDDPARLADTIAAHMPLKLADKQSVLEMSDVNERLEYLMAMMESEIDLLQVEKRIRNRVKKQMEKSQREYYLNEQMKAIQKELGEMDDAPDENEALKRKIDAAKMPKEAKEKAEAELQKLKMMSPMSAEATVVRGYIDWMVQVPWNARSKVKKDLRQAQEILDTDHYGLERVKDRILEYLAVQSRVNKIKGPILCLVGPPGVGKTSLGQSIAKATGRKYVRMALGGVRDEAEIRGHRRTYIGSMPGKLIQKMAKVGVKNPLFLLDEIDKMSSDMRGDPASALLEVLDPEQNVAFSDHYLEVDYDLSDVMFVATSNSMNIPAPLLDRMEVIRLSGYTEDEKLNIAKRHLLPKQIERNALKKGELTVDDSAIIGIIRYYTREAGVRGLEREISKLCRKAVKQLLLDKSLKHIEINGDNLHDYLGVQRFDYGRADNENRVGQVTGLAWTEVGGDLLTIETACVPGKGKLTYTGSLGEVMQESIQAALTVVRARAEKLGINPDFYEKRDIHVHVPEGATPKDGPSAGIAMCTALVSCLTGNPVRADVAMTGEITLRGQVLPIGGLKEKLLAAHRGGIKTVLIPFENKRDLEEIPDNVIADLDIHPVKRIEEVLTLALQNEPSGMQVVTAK
MT1-MMP act inh – blockers of MT1-MMP proenzyme processing, primary screen, HT1080 RFP-PRO-GFP cells, GFP/RFP fluorescence; AID 651647, 2012; GFP/RFP ratio fluorescence, overnight; percent of plate control window, DMSO zero; GFP/RFP ratio change, % at 20 µM; Matrix metalloproteinase-14 (Homo sapiens), P50281; 0.061% of 360,000 active;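 active = GFP/RFP ratio change of at least 30% with cell ATP level not reduced by more than half and red fluorescence within 50% of control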; also: strong numbers were not always called active
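Material – HT1080 RFP-PRO-GFP cells · Control set – DMSO wells and RFP-L50D-GFP cells · Incubation – overnight cell settling, then overnight compound exposure, 37 °C, 5% CO2 · Compound dosing – single-point 20 µM compound, 1% DMSO · Read-out – GFP/RFP fluorescence ratio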
MLLE-PAM2 inh – inhibitors of PABP1 MLLE–PAM2 peptide binding, primary screen, biochemical, fluorescence polarization, FITC-PAM2, GST-MLLE; AID 588489, 2011; 0.36% of 360,000 active; inhibition, % at 20 µM; in the data active = inhibition above about 35%, passing the limit was not always enough;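 also: plate controls were DMSO wells with GST-MLLE for no effect and wells lacking GST-MLLE protein for full effect; some results filed as inactive read as strong as hits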
SKN-1 block – suppressors of acrylamide-induced Pgst-4::GFP reporter in worms, primary screen, SKN-1 inhibitor project, whole organism, uHTS, GFP/RFP fluorescence ratio, strain VP596 | 0.49% of 360,000 active | inhibition, % at 21.8 µM | C. elegans VP596 Pgst-4::GFP/RFP ratio, 24 h;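 active = interference check ratio from 0.5 to 1.5 plus GFP to RFP signal ratio inhibition reaching or exceeding a fixed threshold, cut at about 30% in these data, passing the limit was not always enough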; also: some compounds called inactive have numbers as strong as hits
FAS TE block – FAS thioesterase domain inhibitors, primary screen, biochemical, fluorescence intensity, uHTS; inhibition, % at 15 µM; 0.67% of 360,000 active; recombinant FAS-TE, OMFH fluorogenic substrate, fluorescence endpoint;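 active = compounds whose normalised, plate-corrected inhibition of enzyme fluorescence in the single-dose primary screen is 50% or more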;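 also: 0% = DMSO with enzyme and 100% = substrate without enzyme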
MsrA inh – bovine MsrA enzyme inhibitors, primary screen, biochemical, absorbance, HTS; Methionine sulfoxide reductase A (Bos taurus); purified bovine MsrA, absorbance read-out; inhibition, % at 15.5 µM; 0.75% of 360,000 active; in the data active = inhibition above about 4.5%;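 also: 0% = vehicle wells with enzyme and 100% = reference inhibitor wells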
CendR NRP1 mod – modulators of CendR peptide binding to NRP-1, primary screen, biochemical, fluorescence polarization, uHTS. FAM-RPARPAR peptide binding to NRP-1. inhibition, % at 25 µM. 0.85% of 360,000 active. AID 602438, 2012;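 active = inhibition or corrected inhibition above about 18%, plus a signal ratio from 0.5 to 1.5, limit read from the data, passing the limit was not always enough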; also: strong numbers were not always called active
bovine MsrA act – bovine MsrA enzyme activators, primary screen, biochemical, absorbance, HTS; Methionine sulfoxide reductase A (Bos taurus); purified bovine MsrA, absorbance read-out; activation, % at 10.6 µM; 0.3% of 360,000 active; in the data active = activation above about 7.5%;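 also: 0% = vehicle and 100% = reference activator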
Tb MetRS inh – T. brucei MetRS inhibitors, primary screen, biochemical, luminescence; methionyl-tRNA synthetase (Trypanosoma brucei brucei); purified T. brucei MetRS, ATP depletion, Kinase-Glo luminescence; inhibition, % at 11.9 µM; 0.4% of 360,000 active; AID 624268, 2012;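 active = inhibition above a per-plate cutoff of the control wells' mean inhibition plus 3 SD, cut at about 5.5% in these data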;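 also: 0% = DMSO wells median and 100% = median of wells with control inhibitor compound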
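assay system = parasite MetRS enzyme | timing = 15 min preincubation, 2 h reaction, all 25 °C | evaluation = percent inhibition relative to median high and low control wells | medium = HEPES buffer containing pyrophosphatase, BSA, spermine, DTT | compound = single dose, 11.9 µM final nominal, 0.9% final DMSO | detection = Kinase-Glo luminescence, ATP depletion format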
* = called active by the depositor; . = no result given.

Start of the data: the first three compounds as a preview:
Compound,MsrA inh,MT1-MMP act inh,bovine MsrA act,CendR NRP1 mod,MLLE-PAM2 inh,FAS TE block,SKN-1 block,eLon inh,Tb MetRS inh
CC(=O)Nc1c2c(nn1-c1ccc(C)cc1)CS(=O)(=O)C2,0.4,-5,-3,10,-1,-4,3,1,-1.0
CCc1ccc(NC(=S)N2CCN(C)CC2)cc1,-0.6,1,-2,21*,-31,-2,-6,-3,0.0
CCOc1cc(C2C(C(=O)c3ccccc3)=C(C(=O)OC)Nc3nnnn32)ccc1O (stereo unspecified),1.2,-3,-3,-8,-2,-1,3,-3,-1.1

The whole of this part, repeating the preview:
Compound,MsrA inh,MT1-MMP act inh,bovine MsrA act,CendR NRP1 mod,MLLE-PAM2 inh,FAS TE block,SKN-1 block,eLon inh,Tb MetRS inh
CC(=O)Nc1c2c(nn1-c1ccc(C)cc1)CS(=O)(=O)C2,0.4,-5,-3,10,-1,-4,3,1,-1.0
CCc1ccc(NC(=S)N2CCN(C)CC2)cc1,-0.6,1,-2,21*,-31,-2,-6,-3,0.0
CCOc1cc(C2C(C(=O)c3ccccc3)=C(C(=O)OC)Nc3nnnn32)ccc1O (stereo unspecified),1.2,-3,-3,-8,-2,-1,3,-3,-1.1
NS(=O)(=O)c1ccc(CCNC(=O)COC(=O)CCN2C(=O)C3CC=CCC3C2=O)cc1 (stereo unspecified),0.6,10,-5,1,2,-7,-8,-1,-0.5
C/C(CC(=O)Nc1ccccn1)=N\NC(=O)c1cccc(C)c1,-0.4,2,0,7,-1,-3,-1,-2,0.2
Cc1ccc(C(=O)c2oc3ccc(Cl)cc3c2NC(=O)CN2CCN(C)CC2)cc1,1.5,-2,0,5,3,6,11,-9,0.2
O=c1[nH]c(CN2CCN(c3ccccc3)CC2)nc2ccccc12,0.2,-6,-5,4,8,-5,-3,-6,-1.7
OCC1CCCN(Cc2cn(Cc3ccccc3)nc2-c2cc3ccccc3o2)C1 (stereo unspecified),0.1,3,-3,6,2,4,0,-2,-0.9
Cc1cc(Br)ccc1NC(=O)CNC(=O)CNc1cccc([N+](=O)[O-])c1,1.0,0,-2,-15,-31,14,5,-3,0.7
COc1ccccc1-c1cccc([C@@H]2C[C@H]3[C@H](CON3C)CN2S(=O)(=O)c2ccccc2C)c1,-0.2,-5,-3,4,0,15,22,0,-1.1
COc1cc(-c2nc3ccc(C)cn3c2Nc2ccc3c(c2)OCCO3)ccc1O,1.1,5,-1,12,3,5,9,-4,-0.1
COC(=O)c1ccc(S(=O)(=O)N2CCN(CCO)CC2)n1C,2.5,.,-11,2,2,-3,-18,5,-1.3
Cc1ccc[n+](-c2nc([O-])sc2C=O)c1,1.9,-105,-1,118,179,-48,-31,92*,-0.6
COc1ccc(CC(=O)NC(=S)Nc2cccc(CO)c2)cc1,1.3,1,0,-3,28,-2,2,-3,-0.3
COC(=O)Cc1ccc(NC(=O)c2cccs2)cc1,0.1,-3,-2,5,15,-5,5,0,0.7
COCCn1c(COc2cccc(OC)c2)nnc1SCC(=O)NC1CCCCC1,0.4,-4,-3,3,-39,-6,-3,-6,-0.5
COc1ccccc1C(=O)Nc1ccc(S(=O)(=O)Nc2onc(C)c2C)cc1,0.3,-1,0,-2,-10,-2,1,17,0.9
CSC1=NNC(c2ccc(C(C)(C)C)cc2)=NN1,-0.3,0,0,6,-67,7,12,-2,0.5
Cn1ccc(NC(=O)Nc2cccc(C(F)(F)F)c2)n1,0.7,1,-7,8,12,-2,5,-2,-1.0
CCOC(=O)C1(Cc2cccc(F)c2)CCN(CC2CC2)CC1,-0.1,-1,-2,-9,0,-7,-2,3,-0.7
CC(O)C1CCC2C3CCC4CC(O)CCC4(C)C3C(=O)CC12C (stereo unspecified),0.0,-1,-3,4,-10,-4,-15,-8,-1.3
CCN(C(=O)COC(=O)c1cccs1)c1c(N)n(Cc2ccccc2)c(=O)[nH]c1=O,-0.6,0,-7,3,-18,-3,1,3,-0.5
Cc1cc(C(=O)NC(C)CCC(C)C)c2ccccc2n1 (stereo unspecified),1.1,-4,1,-7,-126,-5,6,-3,0.1
CCOc1ccc(Br)cc1C1=CC(=O)C[C@H](c2ccc(OC)cc2)C1,1.3,-1,-7,8,4,26,-14,3,-0.4
CN(C)N=Nc1ccc(S(=O)(=O)N2CCSC2C(=O)O)cc1 (stereo unspecified),2.8,-2,-4,-18,22,-1,3,-4,0.2
CCOC(=O)c1ccc(S(=O)(=O)N2CCN(C3CCCC3)CC2)cc1,1.4,3,-12,4,4,7,-4,-10,-1.4
CC(C)(C)NCc1cc(Cl)ccc1OCc1ccccc1F,0.8,-1,-4,7,8,-4,5,-10,1.2
Cc1ccc2nc(SCC(=O)Nc3cccc(S(N)(=O)=O)c3)[nH]c2c1,1.1,3,-4,-11,-58,-8,13,-14,1.1
O=C(NCc1cccs1)C1CCC(CNS(=O)(=O)c2ccc(Br)s2)CC1 (stereo unspecified),-0.3,1,-1,16,-6,-4,4,-5,-0.8
CCOC(=O)Cn1c(=N)n(Cc2ccccc2)c2ccccc21,0.7,-2,-9,6,-7,-9,-11,-13,-1.6
Cc1cccc(N=C2NN=C(c3c(C)[nH]c4ccccc34)CS2)c1,-1.0,-5,-3,-9,-123,-83,-3,-4,0.3
CCCN(CC1CC1)C(=O)COC(=O)c1[nH]c(C)c(C(=O)OCC)c1C,-1.2,1,-1,-9,5,-8,12,-7,-0.3
COc1ccc(NC2SC(=O)N(C)C2=O)cc1 (stereo unspecified),-0.1,-2,-2,8,16,-6,-10,-4,-0.1
COc1ccc(/C=N/OCC(=O)NCC(C)C)c(OC)c1,1.0,3,-6,-15,5,-2,-10,-3,-0.6
COc1ccc(N=Cc2cc(Cl)ccc2O)cc1Cl,0.9,3,-7,-8,20,-3,5,-5,-0.7
CC1(C(=O)NCC2CC2)C=CC2(CCCCC2)N1C(=O)c1ccccc1 (stereo unspecified),.,-1,-3,-2,13,-9,12,-9,-0.3
O=C(O)CSc1c2c(nc3cc(C(=O)Nc4cccc(C(F)(F)F)c4)ccc13)CCCC2,-0.3,-1,-1,-2,5,12,26,10,-0.3
CCOC(=O)C1=C(C)SC2=NS(=O)(=O)CCN21,0.8,-4,-3,2,5,-9,19,6,-0.1
O=C(/C=C/c1ccccc1[N+](=O)[O-])N1CCN(c2ccc(F)cc2)CC1,0.6,2,-2,7,7,25,13,2,0.1
CCN(CC)C(=O)c1cc2sc3ccccc3c2s1,0.7,4,3,13,11,9,28,0,-0.1
C#CC1(O)CCC2C3CCC4=Cc5oncc5CC4(C)C3CCC21C (stereo unspecified),-1.1,-2,0,-2,-4,25,-1,-1,1.9
O=C(Nc1ccc(S(=O)(=O)N2CCOCC2)cc1)C1CCN(S(=O)(=O)c2ccc(F)cc2)CC1,0.9,-6,-2,2,-8,3,16,-14,-0.5
CN1CCN(C(=O)c2cc3c(=O)n4ccccc4nc3s2)CC1,2.1,3,-4,16,-12,-5,-6,3,-0.1
Cc1ccc2c(c1)sc(=NC(=O)c1cccs1)n2C,1.5,-5,-19,-7,15,16,9,-1,-1.8
CCOc1ccc(NS(=O)(=O)c2cc3c(cc2C)N(C)CCO3)cc1,-1.2,-3,1,-13,-6,9,14,5,-0.9
CC(=O)Oc1ccccc1C(=O)NC(C)CCc1ccccc1 (stereo unspecified),-0.1,5,-4,-3,7,9,0,4,-0.9
CC(CC(=O)NC1CCCCC1)S(=O)(=O)c1ccc2c(c1)NC(=O)CO2 (stereo unspecified),-0.4,-2,-3,5,13,-2,5,9,-0.5
COc1cc2c(cc1OC)C(c1ccccc1)N(C(=O)CCl)CC2 (stereo unspecified),3.1,0,-1,2,7,3,34*,-6,-0.5
O=C(CSc1nncs1)NC(=O)NCc1ccccc1,-0.9,0,-2,1,-3,-6,8,0,0.0
Cc1onc(-c2ccccc2Cl)c1C(=O)NNC(=O)c1ccc(F)cc1,0.1,-3,0,-8,14,-5,22,3,-1.2
Brc1ccc2nc(-c3ccccc3)c(Cc3ccsc3)n2c1,-0.3,-3,1,4,24,-9,38*,14,0.0
C=CCn1c2ccccc2c2nn(C)c(=S)nc21,1.5,-4,-2,6,-25,0,-2,-1,-0.1
O=C1C2CCCCN2C(=O)N1CCCN1CCN(c2ccc(F)cc2)CC1 (stereo unspecified),.,-2,-1,3,-4,-2,21,-8,-0.3
O=C(NC(=S)NCCC1=CCCCC1)c1cccnc1,0.2,2,-2,-6,26,15,-5,2,0.0
Cc1c(Cl)c([N+](=O)[O-])nn1CC(=O)NC1CCCCC1,-0.4,1,-3,4,-5,10,6,-6,-0.6
O=C1C(CCCNC(=S)NCc2ccccc2)NC(=S)N1Cc1ccccc1 (stereo unspecified),-1.8,1,-2,-2,16,9,7,-9,-0.5
C=CCN1C=C2C(=O)C(C)(OC(=O)c3ccc(OC)cc3)C(=O)C(c3ccco3)=C2C=C1CCCC (stereo unspecified),0.5,-12,-14,0,22,3,2,41*,-0.4
